# Screening results from PubChem BioAssay.
# rCAG binder – binders of r(CAG) RNA repeats, primary screen, biochemical, fluorescence; inhibition, % at 3 µM; AID 651821, 2012; r(CAG) RNA repeat, TO-PRO-1 dye displacement fluorescence; 370,000 tested, 1.3% active;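 active = inhibition above the plate cutoff, the mean of all test compounds on that plate plus 3 SD, cut at about 35% in these data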;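 also: 0% = DMSO alone and 100% = 100 µM mitoxantrone as full dye displacement; higher means more dye released from RNA so lower well fluorescence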
# MBD2 inh – inhibitors of MBD2 binding to methylated DNA, primary screen, biochemical, TR-FRET, DNA-binding domain, human; inhibition, % at 4.4 µM; Methyl-CpG-binding domain protein 2 (Homo sapiens), Q9UBB5; 370,000 tested, 0.31% active; MBD2 binding to methylated oligonucleotide; in the data active = inhibition above about 13%
# Target sequence (Q9UBB5 whole entry, looked up, the tested form may be a part): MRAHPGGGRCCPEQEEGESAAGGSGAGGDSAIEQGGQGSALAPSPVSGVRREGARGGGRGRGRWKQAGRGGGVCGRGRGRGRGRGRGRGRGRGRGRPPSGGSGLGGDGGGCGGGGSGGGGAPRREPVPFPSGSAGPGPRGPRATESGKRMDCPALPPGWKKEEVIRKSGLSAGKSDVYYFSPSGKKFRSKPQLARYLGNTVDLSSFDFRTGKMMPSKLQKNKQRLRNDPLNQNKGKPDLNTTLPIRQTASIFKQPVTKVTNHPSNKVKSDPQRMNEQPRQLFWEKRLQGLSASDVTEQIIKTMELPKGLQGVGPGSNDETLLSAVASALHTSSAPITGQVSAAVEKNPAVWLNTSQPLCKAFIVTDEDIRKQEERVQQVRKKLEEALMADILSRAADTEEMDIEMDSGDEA
# PRMT1 inh – PRMT1 methyltransferase inhibitors, primary screen, biochemical, fluorescence polarization | recombinant PRMT1, activity-based probe fluorescence polarization | inhibition, % at 2.79 µM | 370,000 tested, 1.3% active;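 active = inhibition above about 21% made by adding two undisclosed values, limit read from the data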
# TCR-CD3 inh – inhibitors of human TCR-CD3 interaction, primary screen, biochemical, fluorescence, TAMRA-labeled TCR probe. inhibition, % at 9.4 µM. 360,000 tested, 0.37% active; in the data active = inhibition above about 19%;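 also: recombinant mutant TCR 2C K166C tagged with TAMRA read by polarization; 0% = receptor in buffer alone and 100% = receptor with positive control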
# ABHD4 inh – ABHD4 inhibitors, primary screen, biochemical, fluorescence polarization, mouse. (Lyso)-N-acylphosphatidylethanolamine lipase (Mus musculus), Q8VD66. purified mABHD4, FP-Rh probe fluorescence polarization. inhibition, % at 8.92 µM. 370,000 tested, 0.54% active;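 active = inhibition exceeding the mean over every tested compound plus 3 SD, cut at about 30% in these data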;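 also: 0% = plate median of compound wells and 100% = S159A mutant with DMSO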
#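 System: mouse ABHD4 enzyme, wild type / Medium: HEPES pH 7.0, NaCl, Pluronic buffer / Reagent: FP-Rh activity-based fluorescent probe / Control set: S159A mutant high control, sample median low control / Detection: fluorescence polarization with parallel and perpendicular emission, 525/598 nm / Schedule: 45 min + 60 min at 25 °C / Compound dosing: 8.92 µM, single dose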
# Rev-erbA mod – modulators of Rev-erb alpha DNA binding, primary screen, biochemical, FITC-DNA, fluorescence polarization, uHTS; activity, % at 10 µM; AID 1259318, 2017; Rev-erbα–FITC-DNA binding, 90 min; 370,000 tested, 0.79% active; Nuclear receptor subfamily 1 group D member 1 (Homo sapiens), P20393;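 active = activity above about 14%, limit read from the data; passing the limit was not always enough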;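 also: 0% = DMSO wells with 35 nM protein and 100% = DMSO wells with 750 nM protein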
# Target sequence (P20393 whole entry, looked up): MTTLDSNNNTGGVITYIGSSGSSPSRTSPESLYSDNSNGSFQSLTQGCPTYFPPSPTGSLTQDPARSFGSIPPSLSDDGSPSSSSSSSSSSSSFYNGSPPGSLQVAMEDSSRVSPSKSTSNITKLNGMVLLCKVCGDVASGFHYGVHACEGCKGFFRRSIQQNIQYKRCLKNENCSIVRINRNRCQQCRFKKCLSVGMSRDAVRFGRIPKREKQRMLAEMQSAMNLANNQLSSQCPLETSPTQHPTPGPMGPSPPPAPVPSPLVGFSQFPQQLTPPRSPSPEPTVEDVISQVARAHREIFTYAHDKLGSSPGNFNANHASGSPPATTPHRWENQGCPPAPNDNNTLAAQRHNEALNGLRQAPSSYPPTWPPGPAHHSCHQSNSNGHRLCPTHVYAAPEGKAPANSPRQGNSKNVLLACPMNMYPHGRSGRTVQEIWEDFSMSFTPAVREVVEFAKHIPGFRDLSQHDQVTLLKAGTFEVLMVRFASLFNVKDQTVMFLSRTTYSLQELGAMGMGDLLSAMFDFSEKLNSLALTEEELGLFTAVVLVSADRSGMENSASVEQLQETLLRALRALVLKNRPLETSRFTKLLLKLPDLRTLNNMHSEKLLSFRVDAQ
# UHRF1 MBD2 ctr – UHRF1 methylated DNA binding inhibitors, primary screen, counter-screen for MBD2 inhibitor project, biochemical, TR-FRET, human UHRF1, single concentration. E3 ubiquitin-protein ligase UHRF1 (Homo sapiens), Q96T88. inhibition, % at 4.4 µM. AID 687016, 2013. UHRF1 binding to methylated oligo. 370,000 tested, 0.75% active; in the data active = inhibition above about 21%;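 also: UHRF1 SRA domain binding a hemimethylated CpG hairpin DNA probe; 0% = median of test compound wells and 100% = reference inhibitor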
# PG9 binder – binders of HIV-1 gp120 antibody PG9, primary screen, biochemical, TR-FRET; HIV-1 gp120 / PG9 antibody interaction; TR-FRET gp120-PG9 antibody binding; inhibition, % at 6.7 µM; 360,000 tested, 0.43% active; in the data active = inhibition above about 8.5%
# LEDGF integ inh – blockers of LEDGF/p75-dependent integrase strand transfer – biochemical, TR-FRET, high throughput, primary screen; HIV-1 integrase (with human LEDGF/p75); AID 743269, 2014; 370,000 tested, 0.64% active; TR-FRET IN-LEDGF/p75 DNA integration, Eu/Cy5; inhibition, % at 3.7 µM;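 active = inhibition above the screen-wide mean plus 3 SD, cut at about 13% in these data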;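 also: signal is the Cy5 over europium emission ratio at 671 and 618 nm; 0% = plate median of compound wells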
# HTRA1 inhibitor – HTRA1 serine protease inhibitors, primary screen, biochemical, fluorescence polarization, HTS; Q92743; recombinant HTRA1, FP-rhodamine activity-based probe; inhibition, % at 5.96 µM; 340,000 tested, 0.5% active; AID 504803, 2011; in the data active = inhibition above about 36%;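 also: 0% = enzyme with DMSO and 100% = wells lacking enzyme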
# An asterisk follows results filed as active; · = no result given; & = joins results of further samples. The list is partial; the hit share may differ from the screen's.
SMILES	TCR-CD3 inh	rCAG binder	LEDGF integ inh	UHRF1 MBD2 ctr	PRMT1 inh	MBD2 inh	PG9 binder	ABHD4 inh	HTRA1 inhibitor	Rev-erbA mod
CC(=O)Nc1cc(C(=O)N2CCC3(CC2)OCCO3)ccc1Sc1ccc(C)cc1	-5	-4	0	2	0	-1	-1.3	5	8	-6
C[N+](C)(C)CC(=O)Nc1ccc(Cl)cc1C(=O)c1ccccc1	1	2	2	-2	-3	-9	0.5	6	3	-2
CCCCC(=O)N/N=C/c1c(O)n(CC)c(=S)n(CC)c1=O	-5	5	-2	2	-5	3	-1.3	9	5	-4
Nc1ccc(Cl)cc1	·	0	-3	2	-4	5	1.6	1	·	-4
CCOc1cc2c(cc1OCC)-n1cccc1C(c1ccccc1F)NC2 (stereo not drawn)	-4	-3	-5	3	3	-1	-0.2	8	-13	4
CC(=NCc1ccc2c(c1)OCO2)c1c(O)n(-c2ccc(C)cc2)c(=O)[nH]c1=O	-4	-2	-5	3	1	3	-0.5	2	5	2
O=C(O)C(Cl)(Cl)Cl	4	0	-1	-1	1	-2	-3.8	2	·	-4&0
CCn1c(C)c(C(=O)NCCc2ccccc2)c2cc(OC)ccc21	0	-7	0	3	2	-3	1.2	-6	-3	-6
COC(=O)C1C(O)C(C)C(O)C(C)/C=C\C=C(/C)C(=O)Nc2c(C)c(OC(C)=O)c3c(c2O)C(=O)C(C)=C2OCOC(=C23)/C(C)=C/C(C)(O)C(O)C(C)C1O (stereo not drawn)	-3	47*	-3	-6	5	-12	-7.7	9	0	5
O=C1/C(=C/c2ccncc2)N2CCC1CC2	1	1	6	0	-1	-1	-0.5	3	14	-2
O=C1C=C2C=C[C@@H]3CC2(O1)[C@H]1CCCCN31	6	1	0	-2	-3	-3	-1.3	0	1	6
Cc1cc(N2C(=O)C3CCCN3C2c2ccc(Cl)c(Cl)c2)no1 (stereo not drawn)	-5	1	-1	1	2	-2	1.1	1	-1	-8
CCCCCC(=O)N[C@@H](c1ccccc1)[C@@H](O)C(=O)O[C@H]1C[C@@]2(O)[C@@H](OC(=O)c3ccccc3)C3[C@](C)(C(=O)[C@H](O)C(=C1C)C2(C)C)[C@@H](OC1OCC(O)C(O)C1O)C[C@H]1OC[C@@]31OC(C)=O (stereo partly drawn)	-1	4	-2	-1	7	-6	-0.5	-5	-6	-2
CCC1(CC)C(=N)N(C)C(=O)NC1=O	2	-1	0	1	0	2	-0.7	3	4	4
CC(NCc1ccc(Cl)c(Cl)c1)C(O)c1ccccc1 (stereo not drawn)	1	-5	0	5	-1	3	3.7	5	0	·
CCOc1ccc(-c2cc(C)[n+](CCc3ccc(OC)c(OC)c3)c(-c3ccc(OCC)cc3)c2)cc1	-2	8	0	3	1	2	-0.5	8	-6	0
Cc1nc2nc(C)c(CCC(=O)N3CCC4(CC3)OCCO4)c(C)n2n1	6	-4	-1	-3	-2	-6	1.3	0	-2	-6
O=[P+](Cc1ccccc1)Cc1ccccc1	5	4	5	3	0	4	1.8	1	9	6
Cc1cc(C)c(-n2c(O)c(/C=N/N3CCCCC3c3cccnc3)c(=O)[nH]c2=O)c(C)c1 (stereo not drawn)	-2	0	0	1	3	5	-0.1	-2	8	0
CC(=O)Nc1ccc(OC(=O)N(C)c2ccc(C)cc2)cc1	-2	-6	0	-2	0	-3	1.9	0	5	8
Cc1cc(/C=C2\C(=O)NC(=O)N(c3cccc(F)c3)C2=O)c(C)n1-c1cc(C(=O)O)cc(C(=O)O)c1	6	12	39*	33*	15	6	-3.0	3	-8	3
COC(=O)C1=C(c2ccccc2)C[C@@H]2CC[C@H]1N2C(=O)NCCCOC(C)C	-4	-10	2	2	-3	-6	-1.0	6	-1	-6
O=C(NN=Cc1ccc(N(CCCl)CCCl)cc1)C(=O)c1c[nH]c2ccccc12	-10	11	4	1	-1	-5	-0.6	-30	-30	-2
CCOC(=O)N1CCN(C(C)C(=O)c2c[nH]c3ccccc23)CC1 (stereo not drawn)	-7	-3	1	0	1	-1	-2.7	-7	3	0
O=[N+]([O-])c1ccc(-[n+]2c(-c3ccccc3)cc(-c3ccccc3)cc2-c2ccccc2)cc1	0	10	-3	0	-1	1	-2.0	3	-2	6
C/C=C/CC1(CC)C(=O)NC(=S)NC1=O	3	-2	-6	7	2	1	-0.5	5	0	-4
O=C(Nc1ccccc1)N1Cc2cc(Br)ccc2-n2nncc2C1	-2	1	2	-1	1	0	-1.3	0	·	-3
CC(C)CN1Cc2ccccc2-n2nncc2C1	7	1	0	-1	-5	1	-2.6	1	6	3
CN(C)C(=O)Oc1ccc2nnc3ccnn3c2c1	10	-1	0	-3	3	-7	0.7	12	3	-2
Cc1ccc(C2=NN(CCC(=O)N3CCC4(CC3)OCCO4)C(=O)CC2)cc1	-2	-4	4	5	-3	3	-1.9	5	8	-4
CC(=O)O[C@]1(C)C(=O)OC/C2=C/CN(C)CCC(OC(=O)[C@@](O)(C(C)O)C[C@H]1C)C2=O (stereo partly drawn)	-6	0	-5	-1	-4	0	0.9	10	4	-1
COc1c(C)cc(C(=O)C2CCCN(Cc3cnc(C)s3)C2)cc1C (stereo not drawn)	-2	-2	4	1	-1	2	-0.8	1	6	0
C[N+]1=C(/C=C/Nc2ccccc2)C(C)(C)c2ccccc21	3	3	1	2	1	-3	-1.2	-67	-11	5
CC1(C(=O)O)CC12c1ccccc1-c1ccccc12 (stereo not drawn)	-3	1	-6	-1	3	0	0.1	-2	3	-5
Cc1cccc2c(CCN)c[nH]c12	0	-1	3	-1	-5	-4	1.5	0	14	5
O=P(O)(O)Oc1ccccc1P(=O)(c1ccccc1)c1ccccc1	5	0	3	1	0	-1	-2.2	9	9	9
C=C1C(=O)O[C@@H]2C[C@@H](C)[C@H]3C=CC(=O)[C@]3(O)C[C@@H]12	-5	13	6	4	3	2	2.3	-5	0	-8
COC(=O)C1=C(c2cccc(OCc3ccccc3)c2)C[C@@H]2CC[C@H]1N2C(=O)NCc1cccc(OC)c1	-1	2	2	-2	-1	-5	-2.2	-1	-41	0
CC(C)(C)n1cc(C(=O)c2ccc3ccccc3c2O)cn1	-2	-3	2	0	2	6	-1.2	-4	-9	9
CC(=Nc1ccc2c(c1)CCC2)c1c(O)n(C)c(=O)n(C)c1=O	-5	3	-1	6	-4	0	-0.4	-6	-2	2
COC(=O)C1=C(c2ccc(F)cc2OCc2ccccc2)C[C@@H]2CC[C@H]1N2C(=O)NCCc1ccc(F)cc1	-3	1	4	2	-2	1	-1.1	-15	-39	7
O=C(N=Nc1c(O)[nH]c(=O)[nH]c1=O)C1COc2ccccc2O1 (stereo not drawn)	0	-1	2	-5	1	4	-2.2	4	6	3
Fc1ccccc1N1CCN(Cc2ccc3c(c2)OCO3)CC1	-1	-1	3	6	1	2	-1.0	4	-8	2
COc1ccc2c3c1OC1C(O)C=CC4C(C2)[N+](C)(C)CCC341 (stereo not drawn)	7	-3	3	-2	-1	-2	-1.2	3	7	-3
CCOC(=O)c1c(C)n(Cc2ccccc2)c2ccc(OCC(O)CNC(C)(C)C)cc12 (stereo not drawn)	3	25	5	1	-3	-3	-3.1	4	-36	-2
CCN(CC)C(=O)c1ccc(N2C(=O)C3CC=C(Cl)CC3C2=O)cc1 (stereo not drawn)	3	-3	2	1	-3	-3	-1.6	3	7	0
O=c1[nH]c(=S)n(Cc2ccc(F)cc2)c(O)c1/C=N/N1CCCCC1	3	3	-1	2	-1	2	0.3	3	-3	0
O=C1CSC2N1CCNC21CCCCC1 (stereo not drawn)	-1	2	-1	1	-1	3	-1.3	6	3	5
COc1ccc(-n2c(-c3ccccc3[N+](=O)[O-])nc3ccccc3c2=O)cc1	-1	6	-3	8	9	0	-1.0	-3	0	4
O=P1(NCc2ccco2)COc2ccccc2OC1	3	1	-3	1	-1	1	0.8	-4	0	1

# New compounds follow
SMILES	TCR-CD3 inh	rCAG binder	LEDGF integ inh	UHRF1 MBD2 ctr	PRMT1 inh	MBD2 inh	PG9 binder	ABHD4 inh	HTRA1 inhibitor	Rev-erbA mod
Cc1cccc(N2C(=O)/C(=C/c3ccc(CN(CCC#N)S(C)(=O)=O)o3)C(=O)NC2=S)c1	-1	66*	25*	7	41*	-1	-0.8	11	6	-1
c1ccc(C2N3CCCN23)cc1 (stereo not drawn)	1	2	-1	-2	-2	2	0.3	3	3	-3
COC(=O)C1=C(c2ccc(OC(F)(F)F)cc2)C[C@@H]2CC[C@H]1N2C(=O)NCC1CC1	6	-8	-1	-1	0	-7	-0.9	10	1	5
C/C(=N\NC(N)=O)c1c(O)n(C)c(=O)n(C)c1=O	-5	1	-2	3	12	5	2.5	-1	-3	-7
CCOC(=O)Cc1csc(NC(=O)c2c(O)c3ccccc3n(CCC(C)C)c2=O)n1	-7	-2	-2	0	2	-4	-2.4	9	6	-3
CN(C)C(=S)SSC(=S)N(C)C	5	1	-1	-3	87*	-3	-1.9	2	1	-6&-8
CC(C)CC(NC(=O)CCCNC(=O)CCC(=O)OC1O[C@H]2OC3(C)CC[C@H]4[C@H](C)CCC(C1C)C24OO3)C(=O)O (stereo partly drawn)	12	0	2	-1	1	1	0.2	-6	4	3
O=C1NC(=O)N(c2ccccc2F)C(=O)/C1=C/c1ccc(Oc2ccc([N+](=O)[O-])cn2)cc1	-3	4	4	-1	1	2	-3.2	3	2	-4
CCS(=O)(=O)NCc1nnc2n1-c1ccc(Cl)cc1C(c1ccccc1)=NC2	-1	-3	-4	18	3	7	-1.6	6	1	6
CC1(C)CC2CCC(O)C2C(CCO)N1 (stereo not drawn)	-5	1	1	0	-3	-3	0.3	0	1	-6
O=S(=O)(NC1CCCCC1)OCC(Cl)(Cl)Cl	-4	-1	0	2	2	1	1.8	-8	-6	3
NCc1cc(=O)[nH]o1	4	5	0	0	-3	1	-1.6	3	2	0
COc1cccc(OC)c1C(=O)Nc1nc(N)n(-c2ccccc2)n1	3	0	3	0	-4	0	-1.5	3	-1	-1
Cc1[nH]c2ccccc2c1/C=N/O	-4	-2	-1	5	3	1	-2.2	1	-2	-6
O=C(c1ccc2c(c1)OCO2)N1CCC2(CC1)OCCO2	-4	0	1	1	-6	2	-3.0	-3	3	-3
